Screens (PubChem)
HT1080 IDH1KD tx – qHTS for induction of synthetic lethality in tumor cells producing 2HG: qHTS for the HT-1080-IDH1KD cell line | 2% of 360,000 active | AID 686971, 2013 | HT-1080 IDH1 knockdown viability, ATP luminescence, 48 h | Potency, µM (doses to about 46.1 µM), for the others: at the top dose activity, negative = toxicity, hits mostly cytotoxic;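 also: potency is read from the fitted curve at half-maximal effect; 0% = DMSO wells and -100% = cell-free medium wells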
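CellTiter-Glo luminescence after 48 h compound exposure at 37 degrees C of IDH1-knockdown HT-1080 cells in 5% FBS RPMI. %Activity scaled between DMSO wells and cell-free media wells, with curves fitted and assigned curve classes.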
MCF10A rereplic – A quantitative high throughput screen for small molecules that induce DNA re-replication in MCF 10a normal breast cells; MCF 10A DNA re-replication, Hoechst nuclear intensity, 48 h; Potency, µM (doses to about 46.1 µM), for inactives: top-dose activity, positive = re-replication, hits mostly activators; 2.9% of 350,000 active; also: potency is read from the fitted curve at half-maximal effect; % of control where 0% means no effect; nearly all actives have a fitted effect of over 50% in size
SW480 rereplic – A quantitative high throughput screen for small molecules that induce DNA re-replication in SW480 colon adenocarcinoma cells. AID 624297, 2012. Potency, µM (series often up to 46.1 µM), for inactives: top-dose re-replication activation, most hits filed as activators. SW480 DNA re-replication, Hoechst DNA content imaging, 48 h. 1.8% of 340,000 active; also: potency is read from the fitted curve at half-maximal effect; % of control where 0% means no effect; nearly all actives have a fitted effect of over 55% in size
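First, 250 cells per well were seeded. Next, compound or vehicle (23 nL) was pinned in, plates sat 48 hr at 37 C. Finally Hoechst was added for 40 min before fluorescence scanning.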
ATXN2 expr inh – Primary qHTS for Inhibitors of ATXN expression. HEK-293 ATXN2-luciferase reporter, luminescence, 24 h. Potency, µM (series often up to 57 µM), for the others: at the highest dose activity change, negative = inhibition, most hits filed as inhibitors. 0.72% of 360,000 active. AID 1745845, 2022; also: potency is read from the fitted curve at half-maximal effect; % is scaled to controls: 0 for no effect and ±100 for the full control effect; nearly all actives have a fitted effect of over 55% in size
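qHTS (up to 57 uM final) was run with 24 h compound exposure of reporter cells at 37 °C. Each well was multiplexed: SteadyGlo luminescence measured ATXN2-luciferase expression after a fluorogenic Gly-Phe-AFC viability readout (25 uM final).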
HepG2 tox – qHTS for Inhibitors of TGF-b: Cytotox Counterscreen; HepG2 CAGA-GFP viability, ATP luminescence, 18 h; Potency, µM (top dose mostly 46.1 µM), for inactives: at the highest dose activity change, negative = cytotoxicity, usual class: cytotoxic; AID 588856, 2011; 0.76% of 410,000 active; also: potency is read from the fitted curve at half-maximal effect; some results filed as inactive show a strong effect at the top dose
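HepG2 CAGA-GFP cells (1000/well, DMEM with 1% FBS) received compound, then TGF-beta at 500 pg/mL final, and were incubated 18 hours at 37 degrees C. Viability was read by CellTiter-Glo luminescence. Media-only wells were set as complete cell-killing and DMSO as no toxicity.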
ATXN viability – Viability Counterscreen for Primary qHTS for Inhibitors of ATXN expression. AID 651635, 2014. Potency, µM (doses to about 56.7 µM), most hits filed as cytotoxic. 0.49% of 400,000 active. S2 cells (HEK-293 line with an ATXN2-luciferase reporter) viability, CellTiter-Fluor protease fluorescence, 24 h; also: potency is read from the fitted curve at half-maximal effect; nearly all actives have a fitted effect of over 40% in size
IL1B secr inh – qHTS for Inhibitors of Inflammasome Signaling: IL-1-beta AlphaLISA Primary Screen; AID 743279, 2014; activity change, % at 57.5 µM; 4.7% of 360,000 active; THP-1 LPS/ATP IL-1B secretion, AlphaLISA, 16 h; active compounds read low; in the data active = activity change below about -50%; inconclusive = mostly about -30% to -49%; also: % is scaled to controls: 0 for no effect and ±100 for the full control effect
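Secreted IL-1B measured by AlphaLISA bead assay after 16 h compound exposure of THP-1 cells; compounds (final up to 57.5 uM) added 1 h before LPS (250 ng/mL) and ATP (1.25 mM) stimulation; lower signal means less secretion.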
HT1080-NT tox – qHTS for induction of synthetic lethality in tumor cells producing 2HG: qHTS for the HT-1080-NT fibrosarcoma cell line. 1.6% of 360,000 active. HT-1080-NT fibrosarcoma viability, CellTiter-Glo ATP luminescence, 48 h. Potency, µM (highest dose often 46.1 µM), for the others: at the top dose activity, negative = less viability, usual class: cytotoxic;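 also: NT is the 2HG producing partner of a matched IDH1 knockdown line; potency is read from the fitted curve at half-maximal effect; 0% = DMSO-treated cells and -100% = media-only wells without cells; nearly all actives have a fitted effect of over 55% in size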
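HT-1080-NT; 750 cells/well; 5% FBS RPMI; 48 h compound, 37 degrees C; CellTiter-Glo luminescence; curve fitting and curve-class assignment.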
KB-3-1 cytotox – qHTS assay for MDR1-selective chemotherapeutics: Primary screen using the parental adenocarcinoma cell KB-3-1; KB-3-1 viability, CellTiter-Glo ATP luminescence, 72 h; Potency, µM (titrated, usually from 46.1 µM), for the others: top-dose activity change, negative = cytotoxic, actives largely listed as cytotoxic; 1.4% of 400,000 active; AID 1347075, 2019; also: potency is read from the fitted curve at half-maximal effect; % is scaled to controls: 0 for no effect and ±100 for the full control effect; nearly all actives have a fitted effect of over 60% in size
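KB-3-1 cells, DMEM (no phenol red) + 10% FBS; compound by pin transfer, 72 h, 37 °C. Readout: CellTiter-Glo luminescence after 10 min. Data normalized, curve-fitted.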
Starred values were filed as active, the others as inactive; i = inactive; ? = inconclusive; · = not tested or not shown; [ ] = another dose, or the depositor's remark. Unless noted, calls follow the shape of the dose curve; as a rule, active = well fitted curve in the direction sought with a large enough effect; inconclusive = small, poorly fitted or top-dose-only effect, or another doubt; inactive = no such curve, though single readings can be large; an effect the other way counts as inactive or inconclusive.

SMILES	HT1080 IDH1KD tx	MCF10A rereplic	SW480 rereplic	ATXN2 expr inh	HepG2 tox	ATXN viability	IL1B secr inh	HT1080-NT tox	KB-3-1 cytotox
CCCN1CCN(C(=O)CCS(=O)(=O)c2cc3c(cc2Cl)NC(=O)CO3)CC1	4%	-1%	-5%	7%	-8%	i	13	2%	7%
CC1=C(C(=O)N(C)C)CC(CC(=O)NC2CC2)C(=O)N1Cc1ccccc1 (stereo not given)	0%	·	·	-8%	21%	i	-12	2%	0%
CCOC(=O)c1nc(C(=O)NCc2ccc(C)cc2)nc2ccccc12	4%	-20%	2%	8%	-17%	i	57	1%	0%
CCN(CC)c1ccc(NC(=O)c2cnc3c(-c4ccccc4)c(C)nn3c2C)c(C)c1	·	·	·	-2%	-28%	i	·	·	-25%
CC(=O)c1ccc2c(c1)OCCOCCOCCOCCO2	5%	-3%	?	·	-8%	i	0	7%	-1%
c1cnc2ccc(C(c3nnnn3C3CCCC3)N3CCN4CCCC4C3)cc2c1 (stereo not given)	-4%	-2%	-1%	6%	-17%	i	-1	-6%	-3%
CC1(C)Oc2ccc3ccc(=O)oc3c2/C(=N/O)C1=O	23%	1%	-7%	12%	0%	i	-21	17%	-8%
N#CCSc1nc(-c2ccccc2)cs1	9%	1%	-5%	0%	18%	i	-19	15%	4%
CC(C)(C)C(=O)COC(=O)c1cc(S(=O)(=O)N2CCCCC2)ccc1N1CCOCC1	5%	1%	-2%	-2%	-3%	i	-10	3%	-7%
COc1cc(Cl)c(NC(=O)CC(C)S(=O)(=O)c2cc3c(cc2C)NC(=O)CO3)c(OC)c1 (stereo not given)	·	·	·	-7%	4%	?	·	·	-1%
Cc1ccc(-c2csc(Nc3ccc(C(=O)O)cc3)[n+]2Cc2ccccc2)cc1	-4%	?	29%[1.84 µM]	23%	-13%	i	-11	-23%	-2%
O=C(NCC(=O)N1CCCCC1)c1ccc(Cl)cc1Cl	5%	2%	2%	20%	-3%	i	1	4%	2%
COC(=O)C1C(=O)NCC1c1ccc(OC)cc1 (stereo not given)	2%	19%	-1%	3%	0%	i	6	11%	-19%
O=C1/C(=C/c2cccs2)CCC/C1=C\c1cccs1	-17%	11%	?	127%[activator]	-32%	i	-21	-19%	8%
CC1CN(c2ccccc2)NC1=O (stereo not given)	-1%	0%	4%	-11%	21%	i	8	-1%	1%
C/C(=N/NC(=O)CNC(=O)c1cccnc1)c1ccco1	15%	11%	-3%	-1%	-2%	i	21	8%	9%
CCOc1ccc(OCc2cccc(C(=O)O)c2)cc1	7.9µM*	4%	-5%	0.28µM*	-67%	i	8	7.9µM*	0%
O=C(/C=C/c1ccc2c(c1)OCO2)Nc1ccc(Cl)cn1	?	15%	17%	13%	4%	?	11	-6%	?
COc1cc(CN2CCCCC2C(=O)Nc2ccc(Oc3ccccc3)nc2)ccc1O (stereo not given)	5%	-1%	-1%	29%	4%	i	13	-1%	·
O=C(NCC(c1cccnc1)N1CCN(c2ccc(F)cc2)CC1)c1cccc(Cl)c1 (stereo not given)	-30%	21%	-2%[9.22 µM]	-18%	-13%	i	-22	-22%	-9%
O=C(Nc1ccc(Cl)cc1)N1CCC(CO)(Cc2ccccc2)CC1	?	?	25%	-14%	-24%	i	-29	-19%	0%
COC(=O)C(C)(C(=O)OC)c1ccccc1[N+](=O)[O-]	7%	-8%	-2%	2%	3%	i	-7	9%	0%
O=C1CC(c2ccc(F)cc2F)c2cc3c(cc2N1)OCO3 (stereo not given)	·	·	·	-15%	-4%	i	·	·	-20%
O=C(CSc1nnnn1C1CCCCC1)N1CCc2ccccc21	6%	-11%	4%	-15%	-6%	i	14	0%	-2%
CC(=O)C1=C(O)C(=O)N(c2ccccn2)C1c1cccc(F)c1 (stereo not given)	-1%	-5%	-8%	14%	0%	i	-14	-1%	11%

Random excerpt: two entries already listed
SMILES	HT1080 IDH1KD tx	MCF10A rereplic	SW480 rereplic	ATXN2 expr inh	HepG2 tox	ATXN viability	IL1B secr inh	HT1080-NT tox	KB-3-1 cytotox
COc1cc(Cl)c(NC(=O)CC(C)S(=O)(=O)c2cc3c(cc2C)NC(=O)CO3)c(OC)c1 (stereo not given)	·	·	·	-7%	4%	?	·	·	-1%
CC1CN(c2ccccc2)NC1=O (stereo not given)	-1%	0%	4%	-11%	21%	i	8	-1%	1%

Continuation:
SMILES	HT1080 IDH1KD tx	MCF10A rereplic	SW480 rereplic	ATXN2 expr inh	HepG2 tox	ATXN viability	IL1B secr inh	HT1080-NT tox	KB-3-1 cytotox
CCOc1ccccc1C(=O)Nc1nn[nH]n1	3%	11%	-4%	-9%	-4%	i	12	10%	4%
Cc1ccc(CN2CC(C(=O)NC3CCCC(C)C3C)CC2=O)cc1 (stereo not given)	-4%	8%	-26%	-10%	-43%	i	-17	-4%[9.24 µM]	-14%
CCC1CCC(C(=O)NNC(=O)c2cc(-c3ccco3)[nH]n2)CC1 (stereo not given)	4%	17%	-1%	-8%	-25%	i	-5	-1%	1%
CCc1ccc(-c2nc(SCC(=O)N(CCOC)c3c(N)n(Cc4ccccc4)c(=O)[nH]c3=O)n[nH]2)cc1	0%	?	-2%	8%	-6%	i	i	1%	-5%
Cc1cccc(C)c1NC(=O)CNC(=O)C1COc2ccccc2O1 (stereo not given)	-5%	-3%	-13%	·	-25%	i	-1	-1%	-1%
COc1ccc(/C(C)=C2/SC(=S)N(CCC(=O)O)C2=O)cc1	1%	1%	18%	-10%	-49%	i	-3	-18%	1%
Cc1ccn2c(Nc3ccc(C(C)C)cc3)c(-c3cccs3)nc2c1	·	·	·	40%[activator]	-35%	i	·	·	-1%
O=c1cc(CSc2nnc(C3CC3)n2Cc2ccccc2)nc2sccn12	1%	0%	?	·	0%	?	4	0%	0%
O=C(Nn1c(-c2ccccc2)nc2ccccc2c1=O)c1ccc([N+](=O)[O-])cc1	13%	1%	-4%	-9%	13%	i	12	0%	-2%
CCOC(=O)C1(C(=O)OCC)COC(=O)C2(CC)OC21 (stereo not given)	13%	-1%	1%	-6%	3%	i	23	6%	1%
CN(c1ccccc1)S(=O)(=O)c1cc(C(=O)Nc2ccccc2N2CCOCC2)ccc1Cl	-13%	?	6%	-22%	-25%	i	?	-3%	?
COC(=O)[C@@H](Cc1ccccc1)NC(=O)NCCc1c[nH]c2ccccc12	?	13%	1%	?	-50%	i	-98*	-27%	0%
CSCC[C@H](NS(=O)(=O)c1ccc(C(C)=O)cc1)c1nnc2ccccn12	10%	1%	-8%	·	19%	i	23	10%	1%
COc1ccc(C(O)c2ncc(-c3cccc(C(F)(F)F)c3)[nH]2)cc1 (stereo not given)	5%	·	·	-5%	-36%	i	-1	20%	0%
CC1=C(C(=O)Nc2cc(C(=O)N3CCN(c4cccc(C)c4C)CC3)ccc2C)SCCO1	?	16%	-2%	?	-2%	?	?	-6%	-13%
Cc1nc(NCc2ccccc2)[nH]c(=O)c1CCC(C)C	-21%	3%	-5%	-25%	-16%	?	-7	7%	0%
Cc1cc(=O)oc2cc(NC(=O)C(C)Oc3ccc(F)cc3)ccc12 (stereo not given)	2%	1%	-5%	9%	-1%	i	-16	5%	13%
COc1ccc2c(c1)c1ncn(Cc3ccc(F)cc3)c(=O)c1n2C	-16%	-5%	-8%[9.22 µM]	-4%	15%	i	22	-8%	-3%
COc1cccc(C(=O)Nc2cccc(C(=O)OCc3cc(=O)n4nc(C5CC5)sc4n3)c2)c1	·	·	·	5%	7%	?	·	·	-10%
O=S(=O)(NCc1cc(-c2ccc(Cl)cc2)no1)c1ccccc1	5%	5%	-4%	-25%	-8%	i	17	0%	-3%
COc1ccc(CN(CCC(C)C)S(=O)(=O)c2ccccc2Br)cc1	-2%	-34%[inhibitor]	-3%	-6%	-15%	i	87	0%	?
O=C(NCc1ccccc1)c1nnc(CS(=O)(=O)c2ccccc2)o1	7%	-1%	-6%	-12%	-14%	i	5	3%	1%
CC(=O)Oc1ccccc1N(C(C)=O)S(=O)(=O)c1ccc2ccccc2c1	3%	-5%	-3%	-18%	-10%	i	2	2%	7%
O=C(O)CCCc1nc(-c2ccc(Cl)cc2)no1	2%	-21%	-1%	?	-2%	i	23	0%	-3%
O=C(NCCc1ccccc1)c1ccc(CS(=O)(=O)Cc2ccccc2F)o1	2%	3%	-4%	13%	1%	?	0	9%	-6%
Cc1ccc(CCNC(=O)c2ccc3c(c2)N(Cc2cccc(C)c2)C(=O)c2ccccc2S3(=O)=O)cc1	·	·	·	4%	0%	i	·	·	0%
Cc1ccc(C(c2sc3nc(C)nn3c2O)N2CCN(c3ccc(F)cc3)CC2)cc1 (stereo not given)	-15%	5%	-2%	5%	-2%	i	-12	0%	1%
Cc1cccn2c(=O)c(/C=C(\C#N)c3nc4ccccc4[nH]3)c(Oc3ccc(C(C)(C)C)cc3)nc12	·	·	·	5%	1%	i	·	·	20%
O=c1[nH]nc(Cc2ccc([N+](=O)[O-])cc2)c2ccccc12	?	9%	-10%	16%	0%	·	60	-24%	-4%

One compound at a time, as listed above:
Cc1ccn2c(Nc3ccc(C(C)C)cc3)c(-c3cccs3)nc2c1 reads HT1080 IDH1KD tx = ·; MCF10A rereplic = ·; SW480 rereplic = ·; ATXN2 expr inh = 40%[activator]; HepG2 tox = -35%; ATXN viability = i; IL1B secr inh = ·; HT1080-NT tox = ·; KB-3-1 cytotox = -1%
CCC1CCC(C(=O)NNC(=O)c2cc(-c3ccco3)[nH]n2)CC1 (stereo not given) reads HT1080 IDH1KD tx = 4%; MCF10A rereplic = 17%; SW480 rereplic = -1%; ATXN2 expr inh = -8%; HepG2 tox = -25%; ATXN viability = i; IL1B secr inh = -5; HT1080-NT tox = -1%; KB-3-1 cytotox = 1%
